# LYP act: increases human PTPN22 phosphatase activity; Q9Y2R2; recombinant LYP, DiFMUP fluorescence; 0 = plate median, 100 = signal doubled; activation, % at 2 µM; 96,000 compounds, 0.11% hits; AID 697;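 active = activation at 2 µM above a set limit, the mean plus 5 SD, cut at about 37% in these data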
# DAT uptake mod: modulates human dopamine transporter uptake under cocaine; B-score at 10 µM; Q01959; 110,000 compounds, 1.3% hits; AID 449768; LLC-PK1 hDAT cells, [14C]-dopamine uptake with cocaine IC80; actives deviate in either direction;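 active = Z score or B-score, a plate-position-corrected score, falls beyond the plate's 99.7% confidence bounds, in either direction; inactive = both scores lie inside the 99.7% bounds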;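 note: scored against the spread of the other compound wells on the same plate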
# Target sequence (Q01959 whole entry, looked up): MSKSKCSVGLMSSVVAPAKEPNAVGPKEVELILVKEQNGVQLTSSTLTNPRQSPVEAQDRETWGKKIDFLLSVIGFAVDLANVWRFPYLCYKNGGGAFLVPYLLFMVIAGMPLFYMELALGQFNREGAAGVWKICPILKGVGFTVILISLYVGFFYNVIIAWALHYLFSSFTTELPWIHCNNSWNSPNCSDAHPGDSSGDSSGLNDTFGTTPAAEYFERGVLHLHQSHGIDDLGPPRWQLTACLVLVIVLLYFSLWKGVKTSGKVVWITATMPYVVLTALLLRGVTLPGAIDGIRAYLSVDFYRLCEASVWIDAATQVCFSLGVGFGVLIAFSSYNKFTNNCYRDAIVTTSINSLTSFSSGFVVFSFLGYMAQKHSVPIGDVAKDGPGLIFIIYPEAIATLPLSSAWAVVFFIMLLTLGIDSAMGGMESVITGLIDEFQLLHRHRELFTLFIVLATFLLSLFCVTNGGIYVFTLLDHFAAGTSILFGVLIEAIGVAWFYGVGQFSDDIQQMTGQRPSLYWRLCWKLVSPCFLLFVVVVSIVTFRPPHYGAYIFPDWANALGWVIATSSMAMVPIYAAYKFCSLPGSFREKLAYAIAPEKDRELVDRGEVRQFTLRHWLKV
# PostGolgi ctrl: growth of the yeast control strain, post-Golgi counter-screen | efflux-deficient yeast background strain, growth absorbance A615, 16 h | inhibition, % at 10 µM | 98,000 compounds, 5% hits
# PostGolgi yeast: growth inhibition of a yeast mutant, post-Golgi transport screen; post-Golgi transport phenotypic cell assay; inhibition, % at 10 µM; 98,000 compounds, 0.9% hits;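 note: yeast cells grown in 1536-well plates; yeast grown about 18 h at 30C before absorbance read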
# CYP2C9 inhib: human CYP2C9 inhibition | inhibition, % at 5 µM | 96,000 compounds, 20% hits | P11712 | CYP2C9 Supersomes, luciferin-H conversion, luminescence;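 active = blocking of liver enzyme CYP2C9 beyond about 50% at 5 µM, limit read from the data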; note: values of inactives mirror those of a sister screen read the other way
# Target sequence (P11712 whole entry, looked up): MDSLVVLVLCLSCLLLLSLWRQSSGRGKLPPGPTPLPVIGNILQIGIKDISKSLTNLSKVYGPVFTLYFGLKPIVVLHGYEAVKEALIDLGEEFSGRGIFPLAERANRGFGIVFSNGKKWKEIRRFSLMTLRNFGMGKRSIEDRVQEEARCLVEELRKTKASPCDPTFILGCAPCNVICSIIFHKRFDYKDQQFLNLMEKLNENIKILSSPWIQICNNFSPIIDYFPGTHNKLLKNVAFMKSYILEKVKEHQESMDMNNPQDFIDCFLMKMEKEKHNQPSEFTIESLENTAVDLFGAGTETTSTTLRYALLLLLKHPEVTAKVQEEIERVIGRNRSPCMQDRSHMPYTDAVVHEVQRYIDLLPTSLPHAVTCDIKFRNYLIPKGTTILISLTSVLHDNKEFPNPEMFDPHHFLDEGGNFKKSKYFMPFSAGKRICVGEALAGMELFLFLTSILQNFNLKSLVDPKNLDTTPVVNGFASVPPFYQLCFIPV
# PTK2B oligo ant: blocks oligomerization of human Pyk2 in cells | Q14289 | Q293 cells, Pyk2 FERM NanoBiT luminescence; active compounds read low | z-score (the deposit names both 25 µM and 10 µM) | 99,000 compounds, 0.83% hits;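 active = Z-score of -3 or lower, scaled per plate to the spread of control and sample wells; inactive = z-score above -3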;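 note: negative z-score means lost luminescence so less FERM oligomerization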
# PTPN22 inh 2: blocks human PTPN22 phosphatase activity; inhibition, % at 2 µM; recombinant LYP catalytic domain, DiFMUP fluorescence; 96,000 compounds, 0.21% hits; Q9Y2R2; AID 640;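 active = inhibition at 2 µM at or above a set limit, the screen mean plus 3 SD, cut at about 24% in these data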;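 note: 0% = DMSO with enzyme and 100% = enzyme fully blocked by orthovanadate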
# CYP2C9 activ: CYP2C9 (human) activation; P11712; recombinant CYP2C9, luciferin-H conversion, luminescence; active compounds read high; factor 1 = untreated enzyme, 0 = blocked; activation factor at 5 µM; 96,000 compounds, 1.4% hits; AID 1024;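 active = activation factor of 2 or more for CYP2C9 at a 5 µM dose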;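 note: 0 = sulfaphenazole-blocked wells and 1 = vehicle-only wells; values of inactives mirror those of a sister screen read the other way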
# Ecoli WT expand: blocks growth of wild type E. coli BW25113; 98,000 compounds, 0.15% hits; growth inhibition, % at 100 µM; AID 710; OD600 absorbance;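 active = growth inhibition above about 50% at one test dose, limit read from the data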;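 note: growth measured after 20 h incubation at 37 °C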
# Starred values were filed as active, the others as inactive; x = not tested or not shown. Cut-off read from the data, not from the text of the source, unless noted: active = inhibition above about 30%; inactive = the rest.
SMILES,LYP act,DAT uptake mod,PostGolgi ctrl,PostGolgi yeast,CYP2C9 inhib,PTK2B oligo ant,PTPN22 inh 2,CYP2C9 activ,Ecoli WT expand
C=CCc1ccc(OCC(O)CO)c(OC)c1 (centres undefined),-2,x,7,3,16,x,2,0.8,2
O=C(NCc1ccccc1Cl)C1CCCN(S(=O)(=O)c2cccc3nsnc23)C1 (centres undefined),11,0.87,6,18,50*,0.23,-16,0.5,0
CCOC(=O)CSC1=C(C#N)C(c2ccccc2OCC)C(C(=O)OCC)C(=O)N1 (centres undefined),-6,-0.38,1,7,84*,-1.3,4,0.2,5
CCCn1c2c(c(O)c(C(=O)Nc3ncccc3C)c1=O)CCCC2,-4,1.2,43*,-2,35,-1.1,2,0.6,1
O=C(O)c1cc(S(=O)(=O)Nc2ccccc2C(=O)O)ccc1O,-4,-0.56,-2,-7,9,0.39,5,0.9,-11
Cc1ccc(-c2[nH]nc3c2C(c2ccoc2)C(C#N)=C(N)O3)cc1C (centres undefined),8,-0.48,9,11,35,-0.18,-9,0.6,7
COc1ccc(NC(=O)CN(c2cc(C)cc(C)c2)S(=O)(=O)c2c(C)noc2C)cc1,-7,0.47,17,6,17,x,4,0.8,-10
CCOc1ccc(NC(=O)CN2CCN(CC(=O)Nc3ccc(C(=O)OC)cc3)CC2)cc1,3,-0.012,2,1,7,0.59,-6,0.9,-9
O=C(Cn1c(=O)n(CC2CCCO2)c(=O)c2ccccc21)c1ccccc1 (centres undefined),-3,0.56,-1,25,18,-2.1,0,0.8,0
Cc1ccc2cc(C#N)c(NCCNC(=O)C3CCC3)nc2c1C,-9,-0.38,21,5,17,-0.63,7,0.8,-2
Clc1ccc2[nH]c3c(N4CCC5(CC4)OCCO5)ncnc3c2c1,-5,-0.063,17,1,73*,x,10,0.3,-9
CCOC(=O)Cc1csc(NC(=O)c2ccco2)n1,-14,-0.57,-2,-1,36,0.42,11,0.6,1
COc1cccc(OC)c1C(=O)Nc1ccc(S(=O)(=O)Nc2cc(C)nc(C)n2)cc1,-5,-0.31,-4,4,0,1.1,5,1,7
O=S(=O)(NCc1ccccc1)c1cccc(S(=O)(=O)N2CCOCC2)c1,0,0.057,-9,-3,42,-0.71,1,0.6,-9
COc1cc(OC)c(N(C)C(=O)CCNC(=O)Cn2cnc3ccccc3c2=O)cc1Cl,x,-0.067,-7,-1,35,0.76,x,0.6,1
N#Cc1ccccc1NC1=CC(=O)CCC1,x,-0.046,6,-7,-26,0.3,x,1.3,9
CCSc1nnc(NC(=O)C2C3C=CC(C3)C2C(=O)O)s1 (centres undefined),-8,-0.41,3,17,24,2.6,7,0.8,-2
CCn1c(SC(C)C(=O)O)nc2sc3c(c2c1=O)CCC3 (centres undefined),x,1.2,13,1,74*,-0.63,x,0.3,-14
CSc1ccccc1C(=O)NCCCOC(C)C,-5,0.015,6,6,-6,-0.29,7,1.1,3
COc1ccc(Cn2cnc3sccc3c2=O)cc1,-11,-1.4,18,8,22,0.15,15,0.8,19
c1coc(CNCCCN2CCOCC2)c1,5,0.11,7,4,-29,1.3,-4,1.3,1
Cc1ccc(S(=O)(=O)NCCc2ccccc2)cc1,-2,0.95,8,7,65*,0.38,4,0.4,6
Cc1onc(-c2ccccc2Cl)c1C(=O)Nc1nnc(-c2ccc(Br)cc2)s1,-7,0.032,16,-20,40,x,5,0.6,-11
CCOC(=O)c1cnc(SC)nc1Oc1cccc(NS(=O)(=O)c2ccc(F)cc2)c1,0,1.4,11,-1,77*,-0.51,-1,0.2,-28
CCOC(=O)c1c(C)oc2ccc(O)c(CN3CCCCC3)c12,1,0.063,4,-5,-7,0.53,2,1.1,6

# Ordered by heavy-atom count (ascending): some entries from above.
SMILES,LYP act,DAT uptake mod,PostGolgi ctrl,PostGolgi yeast,CYP2C9 inhib,PTK2B oligo ant,PTPN22 inh 2,CYP2C9 activ,Ecoli WT expand
C=CCc1ccc(OCC(O)CO)c(OC)c1 (centres undefined),-2,x,7,3,16,x,2,0.8,2
CCn1c(SC(C)C(=O)O)nc2sc3c(c2c1=O)CCC3 (centres undefined),x,1.2,13,1,74*,-0.63,x,0.3,-14
CCOC(=O)c1c(C)oc2ccc(O)c(CN3CCCCC3)c12,1,0.063,4,-5,-7,0.53,2,1.1,6
Cc1ccc2cc(C#N)c(NCCNC(=O)C3CCC3)nc2c1C,-9,-0.38,21,5,17,-0.63,7,0.8,-2
O=C(NCc1ccccc1Cl)C1CCCN(S(=O)(=O)c2cccc3nsnc23)C1 (centres undefined),11,0.87,6,18,50*,0.23,-16,0.5,0

# (list continues)
SMILES,LYP act,DAT uptake mod,PostGolgi ctrl,PostGolgi yeast,CYP2C9 inhib,PTK2B oligo ant,PTPN22 inh 2,CYP2C9 activ,Ecoli WT expand
COc1ccc(C(=O)OCC(=O)c2cc(OC)ccc2OC)c(OC)c1,x,-0.64,1,-3,-213,-0.69,x,3.1*,-19
COc1ccccc1N1CCN(S(C)(=O)=O)CC1,-7,-0.44,3,2,2,0.56,9,1,2
O=C(C1CCN(S(=O)(=O)c2cccnc2)CC1)N1CCCCC1,-7,-0.85,9,18,-4,-0.57,4,1,5
COc1cccc(N=Nc2c(N)[nH]n3c(=O)cc(-c4ccccc4)nc23)c1,-18,-0.014,6,-10,22,-3.6*,22,0.8,-21
COc1cccc(-c2nn3c(-c4cc(C)[nH]n4)nnc3s2)c1,0,-0.36,3,2,42,0.81,-2,0.6,-4
Cc1ccc(N2CC(C(=O)Nc3cccc(F)c3)CC2=O)cc1 (centres undefined),-11,-0.44,-1,7,56*,1.2,9,0.4,-7
CCOC(=O)C(N)CSC1CC(=O)N(c2ccc(C(=O)OC)cc2)C1=O (centres undefined),4,1.7,5,4,-14,0.17,-6,1.1,6
CCOC(=O)NC(NCCc1ccccc1)(C(F)(F)F)C(F)(F)F,3,-0.89,1,9,53*,-0.61,-1,0.5,4
O=C(OC1CCOC1=O)c1cncc(Br)c1 (centres undefined),11,1,5,3,-2,0.13,-12,1,-14
COCCn1c(C)cc(C(=O)CSc2nncn2-c2ccccc2)c1C,10,-0.13,1,-1,1,-0.02,-12,1,3
O=C(c1ccco1)N(CC1CCCO1)c1nc(-c2ccccc2)cs1 (centres undefined),-2,-0.051,21,0,85*,-2,2,0.2,-11
CCCCn1c(CNC(=O)Cc2ccccc2)nc2ccccc21,0,0.36,5,10,-23,x,-2,1.2,6
CCn1cc(C(C)NC(=O)COc2ccc(Cl)cc2C)c(C)n1 (centres undefined),-3,-0.085,8,-3,82*,0.66,0,0.2,-12
CC(CN(C)Cc1ccccc1)OC(=O)C1COc2ccccc2O1 (centres undefined),x,-0.16,0,2,-10,x,x,1.1,-11
COC(C(=O)Nc1cccc(F)c1)c1ccccc1 (centres undefined),x,-0.012,9,10,23,-0.12,x,0.8,4
COc1ccc(C2CC(=O)c3cnc(NC(=O)c4ccccc4)nc3C2)c(OC)c1 (centres undefined),1,1.1,12,0,48,2.4,-2,0.5,0
CC1=C(C(=O)N(C)C)C(c2cccs2)NC(=O)N1 (centres undefined),5,0.43,x,x,x,-0.67,-4,x,x
CCOC(=O)C1CCCN(C(=O)c2cc3nc(-c4cccc(OC)c4)cc(C(F)(F)F)n3n2)C1 (centres undefined),-3,2.7*,4,3,84*,-0.92,1,0.2,-4
COc1ccc(OC)c(C2C=C(c3ccc(C)c(C)c3)Nc3nnnn32)c1 (centres undefined),x,2.2,1,-1,96*,-1,x,0,-6
CN(C)S(=O)(=O)c1ccc(Cl)c(C(=O)NCc2ccco2)c1,-2,-0.52,0,-12,22,0.64,1,0.8,2
CN1CCN(C2=Cc3ccccc3Sc3cc(F)c(Cl)cc32)CC1,8,-0.64,x,x,x,-0.23,-11,x,x
Nc1c(N2CCOCC2)cc(Cl)c2nonc12,4,0.058,7,4,24,0.43,-5,0.8,5
CCOC(=O)C1=NNC2(c3ccc(Cl)cc3)C(=O)N(c3cc(C)cc(C)c3)C(=O)C12 (centres undefined),-2,-0.48,20,-7,64*,-0.3,5,0.4,-3
COc1cccc(-c2nn(-c3ccccc3)cc2C(=O)n2nnc3ccccc32)c1,-10,-0.087,12,-3,-8,-0.36,9,1.1,-13
O=C1Nc2ccccc2/C1=C\c1cccn1-c1ccc(OC(F)(F)F)cc1,-10,0.41,24,2,87*,-2.2,12,0.1,-11

# The list goes on:
SMILES,LYP act,DAT uptake mod,PostGolgi ctrl,PostGolgi yeast,CYP2C9 inhib,PTK2B oligo ant,PTPN22 inh 2,CYP2C9 activ,Ecoli WT expand
O=S(=O)(O/N=C1\CCCc2ccccc21)c1ccccc1,1,0.15,3,19,-12,1.1,0,1.1,2
CCOC(=O)C1C2C=CC3(CN(Cc4ccco4)C(=O)C13)O2 (centres undefined),-11,0.71,3,8,x,0.8,14,x,-2
O=C(O)CCCC(=O)Nc1nc(-c2ccc(F)cc2)cs1,-4,-0.018,-3,-5,-13,0.81,1,1.1,-6
COc1ccc(S(=O)(=O)NCCSCc2cccc(C)c2)cc1Br,8,0.048,37*,0,-108,-1.5,-2,2.1*,-20
O=C(CN(C1CCCCC1)S(=O)(=O)c1ccc(Cl)cc1)N1CCOCC1,-16,-0.22,9,2,27,0.19,17,0.7,-7
Cc1ccc2c(CSc3nncs3)cc(=O)oc2c1,-2,0.52,-4,-2,67*,0.72,0,0.3,2
O=[N+]([O-])c1ccc(Nc2ccc3ccccc3c2)nc1,-4,-2,2,27,-2,-2.1,6,1,-9
C=CCOc1cccc(C2C(C(=O)c3ccc(C)o3)=C(O)C(=O)N2CCN(C)C)c1 (centres undefined),16,0.78,-1,20,-7,-0.08,-17,1.1,-2
Cc1nc(N2CCC3(CC2)OCCO3)c2nnn(Cc3ccccc3F)c2n1,-1,1.8,7,0,75*,-1.3,0,0.2,0
CCOc1c(OC)cc(C2C(C#N)=C(N)Oc3n[nH]c(-c4ccncc4)c32)cc1OC (centres undefined),4,0.46,4,-5,20,-0.27,-6,0.8,6
O=S(=O)(NCc1csc(-c2cccnc2)n1)c1ccc(Cl)s1,-3,-0.075,13,4,62*,x,0,0.4,6
CCN(CC)S(=O)(=O)c1cc(C(=O)OCC(=O)c2ccc3c(c2)NC(=O)CO3)ccc1Cl,-1,-0.016,-3,3,4,-1.4,-2,1,-11
Cc1cccc(C)c1NC(=O)CCCN1CC(C)OC(C)C1 (centres undefined),-3,0.71,4,0,10,1.2,6,0.9,1
CCN(CC)c1ccc(NC(=O)Cn2nnc(-c3cccc(OC)c3OC)n2)c(C)c1,4,-1.2,-2,-4,26,-0.16,-5,0.7,-3
CCc1nc2ccccc2n1CCC(=O)O,4,-1.6,x,x,x,0.05,-4,x,x
CCn1c2ccccc2c2nc3cc(S(=O)(=O)N4CCOCC4)ccc3nc21,3,x,28,-1,85*,-1.6,-3,0.2,-2
CCCCCCn1c(N2CCC(C)CC2)nc2c1c(=O)[nH]c(=O)n2C,-4,0.014,34*,17,41,-0.3,1,0.6,4
O=c1n(-c2cccc(Cl)c2)c(=O)n2n1CCC2,1,-0.57,-6,0,-13,0.08,-7,1.1,10
CC1CC(C)CN(C2CCN(Cc3cccnc3)CC2)C1 (centres undefined),-1,0.37,26,-2,12,0.19,4,0.9,-2
CC(=O)Nc1ccc(SCC(=O)c2cc(C)n(CC(F)(F)F)c2C)cc1,-1,1,6,-4,58*,-1.1,-2,0.4,1
CC(C)CN(CC(C)C)c1nc(N)c(C#N)c(CC#N)c1C#N,-6,0.72,22,6,86*,-0.25,9,0.1,-4
CC1Cc2ccccc2N1C(=O)CCNS(=O)(=O)c1ccc2c(c1)CCC(=O)N2 (centres undefined),0,0.1,1,-6,-21,0.74,0,1.2,-2
CCn1c(SCC(=O)OC2CCCCC2)nc2ccccc2c1=O,-6,2.2,14,-6,77*,-2.3,4,0.2,12
CCOC(=O)c1nn(-c2ccccc2)c(=O)c2c(N)scc12,-5,0.53,4,21,5,1.6,3,1,0
C=CCn1c(-c2csc3ccccc23)n[nH]c1=S,-6,-0.015,16,-10,78*,1.1,2,0.2,5

# Assay outcomes as filed in PubChem.
